D2 PAM: positive allosteric modulators of human D2 dopamine receptor. P14416. HEK293 T-REx D2, calcium flux, EC20 dopamine potentiation. potentiation, % at 10 µM. hit rate 0.34% among 340,000. AID 485347;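 active means potentiation over 3 SD above the plate norm, cut at about 30% in these data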; further: 0% is about no effect
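Tetracycline-induced HEK293 T-REx cells force-coupled to calcium signalling expressed D2; compounds were pin-added after a 10 s baseline, read kinetically 180 s, then an EC20 dopamine challenge followed with a further 180 s calcium read.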
Vif-APOBEC3F blk: inhibitors of Vif-A3F interaction. HeLa A3F-eYFP + Vif (tagged APOBEC3F with the HIV-1 protein that degrades it), YFP fluorescence increase. Potency, µM (series often up to 46.1 µM), without a hit: at the top dose activity, negative = active. hit rate 0.2% among 390,000. AID 602313; further: potency means the concentration at half of the fitted maximal effect; % of control where 0% means no effect; nearly all actives have a fitted effect of over 65% in size
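HeLa cells stably expressing Vif plus C-terminally eYFP-tagged A3F were seeded, incubated overnight at 37 deg C, dosed with compound, incubated overnight again at 37 deg C. Yellow fluorescence (Ex 488/Em 500-530) reported blocked Vif-mediated A3F-eYFP degradation.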
Glioma ERSR ind: inducers of ER stress response in human glioma cells. U87-MG GRP78 promoter luciferase reporter, 16 h. Potency, µM, inactives show at the highest dose activation, usual class: activators. hit rate 0.02% among 420,000. AID 602332; further: potency means the concentration at half of the fitted maximal effect; series mostly up to about 76 µM; % of control where 0% means no effect; nearly all actives have a fitted effect of over 35% in size
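ERSR induction read as luciferase luminescence (Bright-Glo, 10 min at room temperature) in stably transfected human U87-MG glioma cells exposed to compounds for 16 h, using GRP78 as sensor.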
D1 antagonist: blocks dopamine activation of the human D1 receptor; P21728; hit rate 3.2% among 360,000; activity change, negative = inhibition, % at 10 µM; HEK293 TREx D1 cells, calcium flux, dopamine EC80; hits give low values; AID 504652; in the data active means activity change below about -30%; further: on the % scale 0 is the no-effect control and ±100 the full control effect
Target sequence (P21728 whole entry, looked up): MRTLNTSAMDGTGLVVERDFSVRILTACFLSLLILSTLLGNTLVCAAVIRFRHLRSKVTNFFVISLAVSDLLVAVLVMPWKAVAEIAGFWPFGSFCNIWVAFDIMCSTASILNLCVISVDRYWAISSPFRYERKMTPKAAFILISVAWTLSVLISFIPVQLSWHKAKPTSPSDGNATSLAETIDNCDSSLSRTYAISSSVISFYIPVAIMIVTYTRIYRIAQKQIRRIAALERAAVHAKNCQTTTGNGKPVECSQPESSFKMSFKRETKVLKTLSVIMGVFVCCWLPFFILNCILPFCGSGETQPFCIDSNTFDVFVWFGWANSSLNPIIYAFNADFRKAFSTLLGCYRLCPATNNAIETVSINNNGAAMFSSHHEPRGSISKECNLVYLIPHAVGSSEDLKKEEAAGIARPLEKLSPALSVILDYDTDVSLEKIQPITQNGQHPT
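After overnight tetracycline induction at 30 C, force-coupled D1 HEK293 cells took up a no-wash calcium dye at room temperature. Compounds were added and monitored 180 s, and the response to EC80 dopamine was then recorded.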
RXFP1 antagonist: blocks the human relaxin receptor RXFP1 | Q9HBX9 | HEK293-RXFP1, relaxin-stimulated cAMP HTRF, 30 min; hits give low values | activity change, negative = inhibition, % at 57.5 µM | hit rate 0.59% among 350,000;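 active means activity change of -60% or lower, but not beyond a set lower limit; inconclusive means change between -60% and -40%, or beyond the set limit; inactive means change above -40%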; further: on the % scale 0 is the no-effect control and ±100 the full control effect
RXFP1 agonist: activates the human relaxin receptor RXFP1. Potency, µM (doses to about 57.5 µM), inactives show at the top dose activation, hits mostly activators. HEK293T-RXFP1 cAMP TR-FRET, 30 min; response scale: percent of porcine relaxin response, buffer zero. hit rate 0.3% among 370,000. AID 2676; further: potency means the concentration at half of the fitted maximal effect; on the % scale 0 is the no-effect control and ±100 the full control effect; nearly all actives have a fitted effect of over 60% in size; many of its hits are not listed in these tables
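cAMP rise read by TR-FRET after 30 min, 37C compound exposure (up to 58 uM) in RXFP1-transfected HEK293 cells with Ro 20174 present. EC50 from Hill-equation fits, with 29 nM porcine relaxin as 100% and buffer as basal.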
D1 agonist: activates the human D1 dopamine receptor. P21728. HEK293 T-REx D1 cells, calcium flux, agonist mode. activation, % at 2 µM. hit rate 1% among 360,000; in the data active means activation above about 30%; further: 0% is about no effect
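Agonism was scored from calcium flux recorded over 180 s (1 read/s) after pintool compound addition, following a 10-cycle baseline. Cells were inducible force-coupled HEK293 TREx D1, plated overnight at 30 C and loaded with no-wash calcium dye.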
D1 PAM: enhances dopamine response at the human D1 receptor. P21728. HEK293 TREx D1 cells, calcium flux, dopamine EC20 potentiation. potentiation, % at 10 µM. hit rate 0.036% among 360,000. AID 504651; in the data active means potentiation above about 30%; further: 0% is about no effect
Vif-A3G inh: blocks the Vif interaction with human APOBEC3G; Q9HC16; HeLa A3G-eYFP + Vif (tagged APOBEC3G with the HIV-1 protein that degrades it), YFP fluorescence, overnight; Potency, µM (series often up to 46.1 µM), for the others: top-dose activity, negative = active, most hits filed as inhibitors; hit rate 0.076% among 410,000;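 further: potency means the concentration at half of the fitted maximal effect; on the % scale 0 is the no-effect control and ±100 the full control effect; nearly all actives have a fitted effect of over 60% in size; hits raise eYFP signal because A3G escapes Vif-driven loss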
Target sequence (Q9HC16 whole entry, looked up): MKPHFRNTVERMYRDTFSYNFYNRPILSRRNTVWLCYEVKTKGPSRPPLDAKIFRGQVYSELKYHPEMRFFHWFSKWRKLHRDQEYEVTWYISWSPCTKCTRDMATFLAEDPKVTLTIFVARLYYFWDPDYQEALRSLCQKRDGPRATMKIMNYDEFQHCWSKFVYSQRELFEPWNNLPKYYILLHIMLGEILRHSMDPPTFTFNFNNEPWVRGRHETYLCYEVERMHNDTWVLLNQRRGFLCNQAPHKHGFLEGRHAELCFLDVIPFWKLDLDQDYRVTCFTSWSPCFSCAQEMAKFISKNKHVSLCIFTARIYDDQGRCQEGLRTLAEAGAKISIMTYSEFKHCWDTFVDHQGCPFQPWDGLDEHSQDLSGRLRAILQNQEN
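Read-out is eYFP fluorescence (Ex 488/Em 500-530) from Vif-expressing HeLa A3G-eYFP cells; more signal means A3G escaped Vif-mediated degradation. Cells plated overnight, compound pinned in, incubated overnight at 37 deg C.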
Active calls of the source: *; ? = inconclusive; / = no result given. Unless noted, the call rests on the fitted dose curve; in most records, active means well fitted curve in the direction sought with a large enough effect; inconclusive means small, poorly fitted or top-dose-only effect, or another doubt; inactive means no such curve, though single readings can be large; an effect the other way counts as inactive or inconclusive. Not all compounds are listed; the hit share may differ from the screen's.

SMILES	D2 PAM	Vif-APOBEC3F blk	Glioma ERSR ind	D1 antagonist	RXFP1 antagonist	RXFP1 agonist	D1 agonist	D1 PAM	Vif-A3G inh
C#CCOCCOCCOCCNc1nc(N2CCN(C(=O)CCCCCCCCCCNC(=O)[C@H](CCCCN)n3cc(CCCC(=O)O)nn3)CC2)nc(N2CCN(C(=O)CCCCCCCCCCNC(=O)[C@H](CCCCN)n3cc(CCCC(=O)O)nn3)CC2)n1	2	-6%	-1%	-28	/	-1.6%	1	-3	-4%
Cc1ccc(CCNC(=O)c2c[nH]c3ccc(S(=O)(=O)Nc4cccc(C(F)(F)F)c4)cc3c2=O)cc1	1	3%	1%	5	-22	-0.6%	4	1	-6%
CC1CC(C)CN(C(=O)C(C)N(C)CC(=O)Nc2ccccc2Cl)C1 (configuration not stated)	-5	6%	-3%	11	-16	-0.6%	12	-4	-3%
C/C(=N\Nc1ccc([N+](=O)[O-])cc1[N+](=O)[O-])C(C)C(C)C (configuration not stated)	0	-5%	-2%	-4	-8	-2.2%	5	5	0%
Cc1ccc(C)c(C(C)NC(=O)c2ccncc2)c1 (configuration not stated)	2	3%	-5%	-14	26	3.0%	2	-5	0%
COC(=O)c1ccc(OC(=O)CS(=O)c2ccccc2[N+](=O)[O-])cc1 (configuration not stated)	-12	5%	-3%	-1	0	-2.5%	1	0	-3%
CC(C)(C)c1ccc(C(=O)N2CCC(C(=O)c3ccccc3)CC2)cc1	-10	7%	-3%	-6	-24	-0.7%	6	-16	4%
Cc1ccccc1NC(=O)Cn1c(C)nc2ccc(NC(=O)C3CC3)cc2c1=O	8	-5%	-5%	-3	-7	7.6%	3	-9	1%
CCC(C)NC(=O)CNC(=O)c1nn(-c2ccc(OC)c(Cl)c2)c(=O)c2ccccc12 (configuration not stated)	-5	12%	-2%	22	13	0.0%	0	-5	4%
CC(=O)CC(=O)NC1CCc2ccccc21 (configuration not stated)	/	1%	0%	/	9	/	/	/	-2%
Cc1nn(Cc2ccccc2)c(Cl)c1/C=C/C(=O)OC(C(=O)NC(N)=O)C(C)C (configuration not stated)	-2	5%	-6%	4	-7	0.4%	3	-3	-1%
Cc1ccc(N=c2c([N+](=O)[O-])nn(-c3ccc(Cl)cc3)n2O)cc1C	-1	0%	0%	-8	-14	-1.5%	2	-1	1%
O=C(c1ccc2c(c1)N(Cc1ccccc1)CCS2)N1CCOCC1	9	12%	-3%	17	-7	6.6%	1	1	0%
CCC(C(=O)N1CCOCC1)n1c2ccccc2c2nc(=O)cc(C)n21 (configuration not stated)	-10	4%	-8%	1	?	0.8%	1	0	2%
COc1cccc(-c2noc(-c3cccs3)n2)c1	0	-10%	-4%	2	-30	-0.1%	3	-3	-8%
Nc1ccc2nc(C(F)(F)F)[nH]c2c1	-4	1%	2%	4	-8	1.8%	4	-2	0%
Cc1ccc(-n2nnc(-c3cnc4ccccc4c3)n2)cc1	4	-4%	-3%	-2	/	0.3%	6	0	-4%
CC(C)C(=O)Nc1nnc(SCc2cc(=O)n3ccccc3n2)s1	14	8%	-2%	-3	-3	16%	3	-1	-4%
C=CCN(c1ccccc1)S(=O)(=O)c1ccc(Cl)c(C(=O)OCC(=O)NCCCN2CCCC2=O)c1	-2	-11%	-4%	8	-6	-5.5%	0	7	0%
Cc1ccc(-n2nnnc2SCC(=O)N2Cc3ccccc3CC2C(=O)O)cc1 (configuration not stated)	-8	-23%	0%	-1	18	3.9%	1	-4	0%
CCOC(=O)c1nnn(-c2ccc([N+](=O)[O-])cc2[N+](=O)[O-])c1C	2	2%	-4%	2	7	-0.9%	8	5	-19%
CC1CN(CCOc2cccc(Oc3ccccc3)c2)CC(C)O1 (configuration not stated)	0	-11%	-3%	-26	-10	-1.7%	3	-4	3%
C/C(N)=C(/C#N)C(=O)CSc1nc2ccccc2c(=O)n1CCCO	13	-5%	-3%	-15	-3	-1.5%	3	1	0%
O=C(O)CCn1c(-c2ccccc2)cc2c1CCCC2=O	/	-1%	-2%	-6	/	0.4%	7	0	6%
C=CCNc1nc(Nc2ccccc2F)nc(OCC)n1	6	13%	7%	-17	5	1.9%	-1	-9	1%

Given with two lines to a compound: 4 of the compounds above
Order of results: D2 PAM, Vif-APOBEC3F blk, Glioma ERSR ind, D1 antagonist, RXFP1 antagonist, RXFP1 agonist, D1 agonist, D1 PAM, Vif-A3G inh
Cc1ccc(CCNC(=O)c2c[nH]c3ccc(S(=O)(=O)Nc4cccc(C(F)(F)F)c4)cc3c2=O)cc1
→ 1, 3%, 1%, 5, -22, -0.6%, 4, 1, -6%
CC1CC(C)CN(C(=O)C(C)N(C)CC(=O)Nc2ccccc2Cl)C1 (configuration not stated)
→ -5, 6%, -3%, 11, -16, -0.6%, 12, -4, -3%
C/C(=N\Nc1ccc([N+](=O)[O-])cc1[N+](=O)[O-])C(C)C(C)C (configuration not stated)
→ 0, -5%, -2%, -4, -8, -2.2%, 5, 5, 0%
Cc1ccc(C)c(C(C)NC(=O)c2ccncc2)c1 (configuration not stated)
→ 2, 3%, -5%, -14, 26, 3.0%, 2, -5, 0%

Continuation.
SMILES	D2 PAM	Vif-APOBEC3F blk	Glioma ERSR ind	D1 antagonist	RXFP1 antagonist	RXFP1 agonist	D1 agonist	D1 PAM	Vif-A3G inh
COc1ccc(-n2c(SCC(=O)Nc3ccc(C)cc3)nc(O)c(Cc3ccccc3)c2=O)cc1	4	-4%	0%	-51*	-16	0.6%	6	1	0%
CCN1CCN(S(=O)(=O)c2ccc(C(C)(C)C)cc2)CC1	4	2%	-2%	-21	-1	2.4%	6	-1	5%
CCCN(CCC)S(=O)(=O)c1ccc(C(=O)N2CCC(=O)c3ccccc32)cc1	-8	2%	1%	-2	-18	1.7%	1	-3	-7%
CCOc1ccccc1N1CC(C(=O)Nc2c(C)n(C)n(-c3ccccc3)c2=O)CC1=O (configuration not stated)	/	-2%	1%	-6	4	2.9%	7	1	0%
Cc1ccc(-c2c(C(=O)NCCc3ccccc3)oc(=O)c3ccccc23)cc1	15	0%	-2%	3	-17	3.3%	4	0	7%
CCC(C(=O)Nc1c2c(nn1C(C)(C)C)CS(=O)(=O)C2)c1ccccc1 (configuration not stated)	-4	3%	-4%	1	0	0.9%	6	-2	0%
NC(=O)c1ccsc1NC(=O)CN1C(=O)NC2(CCCCC2)C1=O	-7	-5%	-1%	-10	2	2.1%	2	-5	0%
COc1cc(-c2cc(C(=O)Nc3ccc(S(=O)(=O)NCc4ccco4)cc3)c3ccccc3n2)cc(OC)c1OC	13	1%	-4%	2	11	-0.6%	12	3	-2%
O=C(COC(=O)C1CC(=O)N(Cc2ccccc2)C1)c1ccc(Br)cc1 (configuration not stated)	-3	5%	-3%	-29	/	-0.1%	2	-3	0%
CCCCn1c(N)c(N(CC)C(=O)COc2ccc(C#N)cc2)c(=O)[nH]c1=O	/	-20%	-3%	/	5	/	/	/	0%
COC(=O)C1=C(NC(=O)c2ccc(C)c(C)c2)CCS1	-7	-12%	-1%	3	19	2.4%	1	2	2%
Cc1ccc(N2C(=O)C3C(C2=O)N2CCCN2C3c2ccccc2)cc1C (configuration not stated)	1	-5%	-5%	-18	?	-0.1%	1	-3	-10%
CC(C)CCc1noc(CN(CC2CCC2)CC2CCCO2)n1 (configuration not stated)	-11	-8%	-5%	12	3	5.6%	2	-20	-1%
CNC(=O)c1ccc(-c2sc3nc(N4CCOCC4)c4c(c3c2N)CCCC4)o1	14	3%	-1%	2	13	19%	0	1	-20%
CCOC(=O)C(O)(NC(=O)c1cccnc1)C(F)(F)F (configuration not stated)	-12	-6%	-2%	-22	-6	0.5%	3	-8	-4%
CCOC(=O)C1CCCN(CCC(=O)Nc2ccc(C)c(C)c2)C1 (configuration not stated)	-12	6%	-6%	2	?	5.8%	4	1	2%
Cc1ccc(CN(C(=O)c2ccc(Cl)c([N+](=O)[O-])c2)C2CCS(=O)(=O)C2)o1 (configuration not stated)	2	1%	-5%	-11	13	-3.7%	-1	1	-1%
COc1ccc(C(CC(=O)NCc2ccccc2)N2Cc3ccccc3C2=O)cc1 (configuration not stated)	1	4%	-2%	7	-1	0.6%	5	-2	4%
Cc1ccc(-c2nc(SC(C)C(=O)NC3CC3)n[nH]2)cc1 (configuration not stated)	/	0%	0%	/	1	/	/	/	-1%
Cc1ccc(C(=O)NC=C(Cl)Cl)cc1	1	-2%	8%	-24	-5	0.6%	0	1	-1%
CC(=O)c1cccc(NC(=O)c2c(-c3ccccc3)c(-c3ccccc3)nn(C)c2=O)c1	-3	-3%	-1%	6	-32	6.8%	2	3	-1%
COCCn1c(SCC(=O)N2CCC(C)CC2)nc2ccccc2c1=O	1	-6%	-3%	3	0	1.8%	-1	2	0%
CCOC(=O)c1ccc(NC2=CC(c3ccc(OCC)cc3)N(c3ccc(C(=O)OCC)cc3)C2=O)cc1 (configuration not stated)	-2	10%	1%	-7	/	-1.4%	-1	-3	-1%
O=C(NCCc1c[nH]c2ccccc12)/C(=C/c1ccco1)NC(=O)c1ccco1	1	-8%	-4%	-10	-15	-0.5%	1	4	1%
Cc1ccccc1OCCn1c(C)nc2ccccc21	0	14%	-1%	-41*	-32	0.5%	14	-10	1%
(listing goes on)
SMILES	D2 PAM	Vif-APOBEC3F blk	Glioma ERSR ind	D1 antagonist	RXFP1 antagonist	RXFP1 agonist	D1 agonist	D1 PAM	Vif-A3G inh
COc1ccc(C2CN=NC23CCCc2ccccc2C3=O)cc1 (configuration not stated)	-5	-1%	3%	-21	2	-0.6%	4	-10	-23%
Cc1cccc(/C=N/NC(=O)NC23CC4CC(CC(C4)C2)C3)n1	-1	0%	3%	9	-28	0.8%	2	-5	-9%
Cc1c(CCOC(=O)CC23CC4CC(CC(C4)C2)C3)sc[n+]1CC(=O)c1ccccc1	-9	3%	-7%	12	-5	-2.4%	0	-3	-6%
CC(=O)Nc1cccc(-c2cc(-c3c(Cl)cccc3Cl)no2)c1	10	0%	1%	3	-5	0.6%	3	9	-12%
COc1ccc(NC(=O)C2CCC(=O)N2)cc1 (configuration not stated)	-3	-10%	-3%	-9	3	0.9%	0	-1	-3%
Cc1ccc(NC(=O)N(CCC#N)Cc2ccccc2)cc1	-8	7%	-4%	0	1	-2.0%	1	3	5%
Cc1ccc(-n2ncc(C(=O)NC3CCCC3)c2C2CCN(C(=O)OC(C)(C)C)CC2)c(C)c1	-3	2%	-1%	4	-8	1.1%	-1	-2	1%

Source: PubChem (National Center for Advancing Translational Sciences (NCATS))
